Screens deposited in PubChem BioAssay by Sanford-Burnham Center for Chemical Genomics.
EBI2 antag – EBI2 (human) antagonism; 0.81% of 360,000 active; P32249; AID 651636; EBI2 beta-arrestin recruitment, luminescence, 7a,25-OHC stimulated; inhibition, % at 5 µM; in the data active means inhibition above about 38%;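 further: enzyme fragment complementation signal reports receptor beta-arrestin coupling in cells; 0% = agonist plus DMSO wells and 100% = wells without agonist; some results beyond the cut were filed as inactive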
Target sequence (P32249 whole entry, looked up, the tested form may be a part): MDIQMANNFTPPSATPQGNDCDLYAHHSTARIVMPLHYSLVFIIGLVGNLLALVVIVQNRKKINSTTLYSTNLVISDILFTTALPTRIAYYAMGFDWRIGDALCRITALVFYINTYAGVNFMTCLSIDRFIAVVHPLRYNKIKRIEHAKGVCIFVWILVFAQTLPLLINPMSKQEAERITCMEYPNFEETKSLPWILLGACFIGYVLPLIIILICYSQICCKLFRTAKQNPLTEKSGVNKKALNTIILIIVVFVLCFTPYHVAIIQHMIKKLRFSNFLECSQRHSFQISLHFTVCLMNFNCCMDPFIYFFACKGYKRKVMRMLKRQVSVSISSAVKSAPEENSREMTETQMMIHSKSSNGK
CCR6 antagonist – antagonists of human CCR6 receptor | P51684 | CHO-K1 CCR6 PathHunter beta-arrestin, luminescence, CCL20-stimulated | inhibition, % at 20 µM | 0.49% of 340,000 active | AID 493098;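 active means compounds whose inhibition of the agonist-driven luminescence signal at 20 µM reaches about 50%, limit read from the data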;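 further: cells stimulated with CCL20 at 14 nM final; plate controls were DMSO with CCL20 for no effect and DMSO without agonist for full effect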
Target sequence (P51684 whole entry, looked up): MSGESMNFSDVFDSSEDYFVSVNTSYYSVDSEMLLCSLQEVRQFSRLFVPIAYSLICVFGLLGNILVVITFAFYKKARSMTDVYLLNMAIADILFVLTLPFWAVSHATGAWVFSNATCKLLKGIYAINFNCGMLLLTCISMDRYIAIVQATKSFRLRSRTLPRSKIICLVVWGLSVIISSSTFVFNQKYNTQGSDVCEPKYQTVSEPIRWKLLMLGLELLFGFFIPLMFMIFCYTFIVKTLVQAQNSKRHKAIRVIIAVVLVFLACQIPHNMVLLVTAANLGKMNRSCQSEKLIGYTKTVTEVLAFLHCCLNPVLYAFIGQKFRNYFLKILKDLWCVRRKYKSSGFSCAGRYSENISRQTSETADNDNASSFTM
Jurkat NFkB inh – inhibitors of the PMA/ionomycin-induced NF-kB reporter in Jurkat cells; PMA/ionomycin-induced NF-kB luciferase reporter, luminescence; inhibition, % at 4 µM; 0.53% of 330,000 active; AID 435003; in the data active means inhibition above about 50%
697 NFkB inh – lowers PMA/ionomycin-induced NF-kB signal in 697 B cells | 697 B-cell NF-kB luciferase reporter, 16 h | inhibition, % at 4 µM | 0.33% of 330,000 active | AID 435022; in the data active means inhibition above about 35%
UPR XBP1 act – activators of adaptive arm of unfolded protein response (XBP1); CHO-XBP1 luciferase reporter, IRE1-XBP1 UPR activation, luminescence; percent of tunicamycin response, DMSO as zero; AID 463104; 0.33% of 330,000 active; activation, % at 20 µM;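 active means versus positive control, 20 µM dose yields 30% or more activation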;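 further: 100% = tunicamycin at 10 µg/mL and 0% = DMSO only wells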
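Material: CHO-XBP1 cells stably carrying IRE1-XBP1-driven luciferase reporter / Amount: 1000 cells per well / Compound: 20 µM, 1% DMSO / Times: 6 h treatment, 37 °C / Detection: luciferase luminescence / Measure: % activation of reporter signal versus tunicamycin and DMSO controls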
Mdm2 MdmX PPI – disrupts the human Mdm2-MdmX interaction | inhibition, % at 8 µM | SaOS-2 split-luciferase Mdm2/MdmX complementation, luminescence | 3% of 330,000 active | O15151+Q00987 | AID 485346;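 active means inhibition of at least 50% at 8 µM in the primary screen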
CXCR6 inh – CXCR6 (human) receptor inhibition. CHO-K1 PathHunter CXCR6 beta-arrestin, luminescence. O00574. 0.36% of 360,000 active. AID 602244. inhibition, % at 20 µM; in the data active means inhibition above about 34%, passing the limit was not always enough;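 further: antagonist mode with CXCL16 agonist at 10 nM final; 0% = 10 nM CXCL16 with DMSO and 100% = unstimulated wells without agonist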
Target sequence (O00574 whole entry, looked up): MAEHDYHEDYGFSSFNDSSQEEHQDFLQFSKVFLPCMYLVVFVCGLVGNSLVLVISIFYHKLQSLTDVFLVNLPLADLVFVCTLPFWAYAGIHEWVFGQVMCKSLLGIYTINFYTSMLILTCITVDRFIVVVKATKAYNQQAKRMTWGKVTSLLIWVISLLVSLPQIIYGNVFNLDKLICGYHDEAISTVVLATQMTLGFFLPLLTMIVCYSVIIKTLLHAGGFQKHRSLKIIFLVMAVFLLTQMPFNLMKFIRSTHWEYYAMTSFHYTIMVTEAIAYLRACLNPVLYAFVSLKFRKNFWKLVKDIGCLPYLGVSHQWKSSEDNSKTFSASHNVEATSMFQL
CHOP UPR activ – activators of apoptotic arm of unfolded protein response (CHOP). CHO-CHOP luciferase reporter, UPR activation, luminescence; percent of tunicamycin response over DMSO baseline. activation, % at 10 µM. 0.34% of 330,000 active. AID 449763;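 active means at 10 µM dose, activation of 40% or more, normalized to positive control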;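 further: 100% = tunicamycin at 10 µg/mL and 0% = DMSO alone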
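assay system = CHO CHOP reporter cells | amount = 500 CHO-CHOP cells per well | buffer or medium = F12 with 10% FBS | incubation = 16-18 h cell attachment, then 6 h compound exposure, 37 °C | detection = luminescence read with Steady-Glo | read-out = percent activation relative to tunicamycin control | controls = tunicamycin high control, DMSO low control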
Gli-Sufu antag – blocks Gli-Sufu signaling in a luciferase reporter | Sufu-KO-LIGHT fibroblasts, Gli luciferase reporter luminescence | inhibition, % at 5 µM | 0.74% of 340,000 active | AID 588413;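 active means inhibition above about 55%, limit read from the data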;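 further: 0% = DMSO-treated cells and 100% = wells with medium but no cells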
* hit, by the source's call; · = not tested or not shown.

SMILES	EBI2 antag	CCR6 antagonist	Jurkat NFkB inh	697 NFkB inh	UPR XBP1 act	Mdm2 MdmX PPI	CXCR6 inh	CHOP UPR activ	Gli-Sufu antag
c1ccc(CCNc2nc(-c3ccncc3)nc3ccccc23)cc1	2	-2	43	-54	12	50	-18	2.4	7
Cc1cc(C(=O)Nc2cc(C)on2)on1	6	4	1	3	-1	-6	-1	3.0	-3
Cc1ccc2sc(N3CCN(CCNC(=O)c4ccco4)CC3)nc2c1C	0	14	1	-7	-2	9	-14	-1.4	8
COC(=O)[C@@]1(C)[C@H]2C(=O)N(C)C(=O)[C@H]2[C@H]2CN=C(SC)N21	-1	-2	·	-2	-1	13	4	1.5	0
CN(C)c1ccnc(Oc2ccc(Cl)cc2)c1C#N	-1	4	-38	-35	3	0	-6	3.1	-20
Cc1ccc(/C=C/c2nc3ccccc3c(=O)n2CCc2ccccc2)cc1	18	5	0	-5	-1	15	20	-0.8	6
CC(NC(=O)c1ccc(N2CCCC2=O)cc1)c1ccccc1 (stereo unspecified)	-1	-7	4	5	-3	6	-6	1.0	-5
CN1CCN(S(=O)(=O)c2cnccc2N2CCN(c3cccc(Cl)c3)CC2)CC1	-3	3	-12	8	-1	14	-6	1.5	4
Cc1cc(C)c(Nc2ncnc(N)n2)c(C)c1	-11	10	6	2	3	15	2	1.9	11
COc1ccc2cc(CN(CCc3ccccc3)Cc3nnnn3Cc3ccco3)c(=O)[nH]c2c1	4	0	11	28	-6	33	1	-1.9	-50
COc1ccc(/C=N/NC(=O)Cn2cnc3ccccc3c2=O)cc1OC	-5	-4	8	13	-1	2	0	1.3	1
CC1(C)CC(=O)C2=C(C1)OC1=C(C(=O)CC(C)(C)C1)C2c1ccccc1	-5	-4	-23	0	-3	17	5	-0.7	4
CCN(c1ccccc1)S(=O)(=O)c1ccc(NN)nc1	1	20	-7	-1	-1	16	11	0.4	-15
O=C(CSCc1ccc(Cl)cc1)N/N=C/c1ccc(OCC(=O)Nc2ccccc2)cc1	1	20	-22	8	-7	-6	-7	-3.1	14
O=C(Nc1csnn1)OCc1ccccc1	10	2	·	·	·	·	0	·	-19
CCOC(=O)c1c(/N=C/c2cc(OC)cc([N+](=O)[O-])c2O)sc(C)c1C	-8	19	2	-18	-2	19	10	0.0	9
CC(C)NC(=O)CCCc1ccccc1	-1	-3	-9	-21	-1	12	-2	1.7	-16
CCOC(=O)N/N=C\c1cccc(OC)c1	-6	-22	-23	-6	2	-10	-4	3.1	-21
CC(=O)Nc1ccc(S(=O)(=O)N2CCC(C(=O)O)CC2)cc1	1	1	3	17	-2	24	0	-2.6	-1
Cc1ccc(S(=O)(=O)Nc2ccccc2/C=N/c2nc3ccccc3n2C)cc1	-18	5	·	·	·	·	-5	·	2
CCN(CC)S(=O)(=O)c1ccc(N2CCCC2)c(NC(=O)C2=NN(c3ccccc3)C(=O)CC2)c1	18	5	-5	5	0	9	-4	1.1	3
CCN(NC(=O)C(O)(c1ccccc1)c1ccccc1)C(=O)c1ccccc1	-8	-8	1	6	1	-1	-5	1.5	0
CCOCCCNC(=O)c1ccc2c(=O)n(Cc3ccc(OC)cc3)c(=O)[nH]c2c1	-9	6	0	10	1	-3	2	-0.1	6
Brc1ccc(COc2cccc3cccnc23)cc1	2	21	-73	-55	1	-31	4	6.8	-44
Cc1c(-c2ccccc2)cn2c1-c1ccc(C)n1CC2	1	7	-45	-42	-2	-4	-5	1.8	4
O=C(CCC1CCCC1)c1c(O)c2ccccc2oc1=O	-6	-8	-17	-38	6	30	0	5.8	-7
CC(=O)/C(C=Nc1noc(C)c1Br)=C(\C)O	-14	4	-1	9	-1	-4	0	0.3	-4
NC(=O)c1ccc(NC(=O)COC(=O)c2cc3c(s2)CCC3)cc1	3	11	-7	9	0	9	3	2.8	0
COCC1CCN(C(=O)c2cc(COc3ccc4ncccc4c3)on2)CC1	8	1	40	6	0	4	-7	-0.7	27
COc1cccc2c(=O)n(CC(=O)N3CCCCCC3)ccc12	-3	8	0	17	0	9	0	0.7	1
COC(=O)c1ccc(CN2CCN(Cc3ccc(C(=O)OC)o3)CC2)o1	-10	-2	0	10	-3	-10	-8	-2.4	3
COc1cc(C(=S)N2CCCC2)cc(OC)c1O	-1	-8	18	23	-3	6	-5	1.0	2
Cc1ccc(N(C(C)C(=O)Nc2cccc(N(C)S(C)(=O)=O)c2)S(C)(=O)=O)cc1 (stereo unspecified)	-3	3	-4	1	-1	14	6	-1.6	4
O=C(CN1CCN(Cc2cccc(Cl)c2)C1=O)NCc1ccccn1	-4	-5	7	9	-3	10	-3	0.2	0
CN(Cc1ccc(F)cc1)C(=O)c1cccc(OCc2ccccc2)c1	21	9	13	-8	-3	30	4	1.6	-4
Cc1ccc(S(=O)(=O)N(C)c2ccc(C(=O)Nc3ccc(C)cn3)cc2)cc1	14	8	14	-22	-1	14	-8	0.1	11
CN(C)c1ccc(N=Nc2cccc3ccoc23)cc1	8	25	-134	-192	3	-227	15	2.6	-91
O=C(CCC1CCCC1)N1CCN(C(=O)COc2ccccc2)CC1	28	-19	-6	-7	-3	-1	8	0.4	6
COc1ccc(C2=NOC(Cn3nc(-c4ccccc4)cc3C(=O)NCc3ccc(C)cc3)C2)cc1 (stereo unspecified)	12	-1	3	0	0	19	4	0.3	7
CSc1ccccc1C(=O)N(C)C(c1ccccc1)c1ccccc1	19	25	24	-5	-4	13	9	-0.1	15
Cc1ccc(S(=O)(=O)Nc2cc(C)cn(Cc3ccc(F)cc3)c2=O)cc1	3	34	-10	-1	-5	20	16	-0.3	-5
CN(C)C(/C=C/Nc1ccccc1F)=C(C#N)C#N	-5	4	-11	-8	-3	-33	2	0.3	-9
CC(C)CNC(=O)c1ccccc1C(=O)NC1(C(=O)NCC(C)C)CCCC1	-5	12	·	·	·	·	-2	·	-2
COc1cc(OC)c(NC(=O)C(=O)CC(=O)c2ccc(C)cc2C)cc1Cl	1	18	-1	6	2	51*	-4	9.1	-8
O=S(=O)(Nc1c(O)ccc2ccccc12)c1cccc2ccccc12	13	-3	-24	-44	7	28	-13	3.6	12
C=CCc1ccccc1OCC(O)CNC1CCCC1 (stereo unspecified)	-2	0	0	-22	-4	-13	5	-1.3	3
CCN(C(=O)COc1ncnc2ccccc12)C1CCCCC1	-7	6	0	4	1	17	1	0.9	2
CN(CCC1CCOCC1)C(=O)CC1C(=O)NCCN1Cc1ccoc1 (stereo unspecified)	-5	0	-1	-7	-3	-33	-10	0.4	3

In the list so far, these contain a furan ring, fused or not:
SMILES	EBI2 antag	CCR6 antagonist	Jurkat NFkB inh	697 NFkB inh	UPR XBP1 act	Mdm2 MdmX PPI	CXCR6 inh	CHOP UPR activ	Gli-Sufu antag
Cc1ccc2sc(N3CCN(CCNC(=O)c4ccco4)CC3)nc2c1C	0	14	1	-7	-2	9	-14	-1.4	8
COc1ccc2cc(CN(CCc3ccccc3)Cc3nnnn3Cc3ccco3)c(=O)[nH]c2c1	4	0	11	28	-6	33	1	-1.9	-50
COC(=O)c1ccc(CN2CCN(Cc3ccc(C(=O)OC)o3)CC2)o1	-10	-2	0	10	-3	-10	-8	-2.4	3
CN(C)c1ccc(N=Nc2cccc3ccoc23)cc1	8	25	-134	-192	3	-227	15	2.6	-91
CN(CCC1CCOCC1)C(=O)CC1C(=O)NCCN1Cc1ccoc1 (stereo unspecified)	-5	0	-1	-7	-3	-33	-10	0.4	3

(listing goes on)
SMILES	EBI2 antag	CCR6 antagonist	Jurkat NFkB inh	697 NFkB inh	UPR XBP1 act	Mdm2 MdmX PPI	CXCR6 inh	CHOP UPR activ	Gli-Sufu antag
CC1CCCCN1C(=O)Cn1c(=O)n(CCC(=O)NCc2ccco2)c(=O)c2sccc21 (stereo unspecified)	-4	-10	-2	17	-1	-18	0	0.0	-2
O=C(CSc1ccccc1)Nc1nnc(/C=C/c2ccccc2)s1	-13	7	0	-6	2	-3	-7	4.4	-36
COc1ccc(-n2nc(C(=O)Nc3nc4ccc(OC)cc4s3)c3ccccc3c2=O)c(OC)c1	·	·	4	3	3	77*	·	-2.1	·
CC(=O)Nc1ccc(NC2(C)C(=O)c3ccccc3C2=O)cc1	-1	15	12	11	0	10	0	-0.8	1
Fc1ccc(F)c(C2=NNC(=NCC3CCCO3)SC2)c1 (stereo unspecified)	-1	1	-35	-10	-3	-9	-5	2.0	-37
CCOc1ccccc1/C=C/c1onc(C)c1S(=O)(=O)N1CCC(C(=O)NC(C)C)CC1	5	5	12	2	0	28	2	-0.7	-6
O=C(COc1ccc(S(=O)(=O)N2CCCC2)cc1)Nc1ccc2c(c1)OCCO2	5	2	-4	7	-2	10	6	2.6	-12
S=C(Nc1ccc(OCc2ccccc2)cc1)Nc1cccc(Cl)c1Cl	-9	11	5	13	3	3	1	0.8	-7
[O-]/[N+](=C/c1cccnc1)c1ccc(Br)cc1	4	9	-120	-105	1	-59	0	3.2	-77
CCOC(=O)C1=C(COC(=O)c2cc(Br)c(Br)s2)NC(=O)NC1C (stereo unspecified)	1	3	-15	-22	0	-24	-20	1.2	-7
Cc1ccc(C)c(N2N=C(C(=O)NCCN3C(=O)S/C(=C\c4cccnc4)C3=O)CCC2=O)c1	0	0	9	-9	-1	-1	-6	2.0	3
Cc1cc(N2CCN(c3ccccc3)CC2)nc(N2CCOCC2)n1	2	12	0	12	2	27	0	2.7	4
CCOc1ccc(S(=O)(=O)N2CCOCC2)cc1NC(=O)CSCC(=O)Nc1cccc(C)c1	-8	4	15	-10	-2	38	6	0.5	7
O=C1C2ON(c3ccccc3)C(c3ccccc3F)C2C(=O)N1c1ccccc1 (stereo unspecified)	-1	6	7	10	2	1	-1	-1.2	-3
COc1ccc(Cn2c(CCC(=O)Nc3ccc(C)c(C)c3)nc3cccnc32)cc1	12	12	-11	-21	0	12	0	-0.3	3
CCOc1ccccc1C1NC(=O)c2ccccc2O1 (stereo unspecified)	4	22	-1	4	-6	11	0	0.0	18
O=C(O)CC(NC(=O)c1ccc2c(c1)OCO2)c1cccc([N+](=O)[O-])c1 (stereo unspecified)	-7	15	-8	4	-2	-5	3	-0.5	1
COc1ccc(/C(CC2(O)C(=O)Nc3ccccc32)=N\O)cc1 (stereo unspecified)	-12	4	-3	8	-2	-1	-1	1.3	3
c1ccc(CSCCc2ccncc2)cc1	-6	6	21	9	2	18	-4	-1.1	7
CCOC(=O)N1CCN(C(=O)c2cc(C)no2)CC1	-1	10	-20	-6	-1	13	-11	-1.5	-1
CCN(Cc1ccccc1)c1ccc(/C=N/NS(=O)(=O)c2ccc(C)c([N+](=O)[O-])c2)cc1	3	12	-19	-7	-3	-6	9	1.4	-35
CCC(C)CCN1C(N(C)C)=NC[C@@H]1Cc1ccccc1 (stereo partly specified)	-14	10	-8	-6	-1	-26	1	0.9	12
CC(C)c1ccc(NC(=O)COC(=O)CCC(=O)c2cccs2)cc1	-16	7	-6	-4	-1	2	-8	4.3	0
COc1ccc(N2CC(O)=C(c3nc(-c4ccc(F)cc4)cs3)C2=N)cc1	-13	10	-9	3	-4	17	3	-0.8	-4
Cc1nc2cc(-c3ccc(Cl)cc3)nn2c(C)c1CCC(=O)NC(C)c1ccc2c(c1)OCCO2 (stereo unspecified)	31	-9	34	37*	-7	0	-3	-3.1	23
